From PubChem
GDH-TPI inh = counter-screen for M. tuberculosis FBA inhibitors: GDH-TPI coupled enzymes | GDH-TPI coupled enzyme counterscreen, NADH absorbance | inhibition, % at 4.8 µM | AID 588335 | 360,000 compounds, 1.2% hits; in the data active = inhibition above about 30%;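 also: 0% = DMSO wells and 100% = wells lacking the enzyme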
FBA Mtb inh = inhibits M. tuberculosis FBA enzyme; P9WQA3; purified M. tuberculosis FBA, fluorescence read-out; inhibition, % at 1 µM; 360,000 compounds, 2.3% hits; AID 588726; in the data active = inhibition above about 27%;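 also: 0% = vehicle and 100% = reference inhibitor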
Target sequence (P9WQA3 whole entry, looked up): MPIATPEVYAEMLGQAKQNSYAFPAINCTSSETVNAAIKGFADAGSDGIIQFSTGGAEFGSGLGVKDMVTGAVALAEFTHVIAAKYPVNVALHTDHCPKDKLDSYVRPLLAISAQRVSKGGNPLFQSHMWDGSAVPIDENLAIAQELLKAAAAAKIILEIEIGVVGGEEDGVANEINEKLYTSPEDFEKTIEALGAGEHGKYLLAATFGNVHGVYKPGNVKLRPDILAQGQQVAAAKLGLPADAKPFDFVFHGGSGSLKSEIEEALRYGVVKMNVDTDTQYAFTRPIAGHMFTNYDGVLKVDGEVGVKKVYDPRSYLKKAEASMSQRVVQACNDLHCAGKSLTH
FadD28 binding = inhibitors of Mycobacterium tuberculosis FadD28 bisubstrate binding; FadD28 bisubstrate probe binding, fluorescence polarization; inhibition, % at 12.5 µM; 360,000 compounds, 0.22% hits; AID 588549; in the data active = inhibition above about 8.5%, passing the limit was not always enough; inconclusive = no clear call, values can overlap the other calls
UGM FP inh = Mtb UDP-galactopyranose mutase inhibition; P9WIQ1; purified UGM, fluorescence polarization probe displacement; inhibition, % at 10 µM; 320,000 compounds, 0.06% hits; in the data active = inhibition above about 10%, passing the limit was not always enough; inconclusive = no clear call, values can overlap the other calls
Target sequence (P9WIQ1 whole entry, looked up): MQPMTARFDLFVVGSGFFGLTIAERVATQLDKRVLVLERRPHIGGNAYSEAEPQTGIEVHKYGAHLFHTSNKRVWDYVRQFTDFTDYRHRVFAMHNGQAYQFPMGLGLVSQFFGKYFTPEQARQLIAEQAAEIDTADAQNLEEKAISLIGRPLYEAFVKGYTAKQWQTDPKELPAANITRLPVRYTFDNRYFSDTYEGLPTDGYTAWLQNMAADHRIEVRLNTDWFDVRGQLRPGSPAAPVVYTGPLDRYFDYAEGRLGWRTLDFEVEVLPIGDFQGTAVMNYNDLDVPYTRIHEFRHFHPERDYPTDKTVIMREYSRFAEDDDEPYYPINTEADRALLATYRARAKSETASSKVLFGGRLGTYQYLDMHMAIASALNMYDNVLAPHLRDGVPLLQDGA
Mtb BioA inh = blocks M. tuberculosis BioA enzyme activity. purified M. tuberculosis BioA enzyme, plate reader. inhibition, % at 9.99 µM. 360,000 compounds, 0.096% hits; in the data active = inhibition above about 40%; inconclusive = no clear call, values can overlap the other calls
Anthrax LF inh2 = blocks Bacillus anthracis lethal factor protease; multiplex microsphere protease cleavage assay, LF; P15917; 360,000 compounds, 0.12% hits; inhibition, % at 10 µM; also: plate controls were buffer without enzyme for full effect and enzyme alone for no effect
PfHsp40 yeast = compounds rescuing yeast from Plasmodium falciparum HSP40 toxicity; S. cerevisiae expressing PfHsp40, growth rescue, ATP luminescence; growth rescue, % at 12.5 µM; 340,000 compounds, 0.68% hits; AID 504582; in the data active = growth rescue above about 28%, passing the limit was not always enough; inconclusive = no clear call, values can overlap the other calls;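 also: yeast W303a lacking pdr1 and pdr3 grown in galactose medium; growth measured after three days at 30 °C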
BoNT F protease = BoNT F light chain protease inhibition; Multiplex microsphere protease cleavage assay, flow cytometry; inhibition, % at 10 µM; 360,000 compounds, 0.22% hits; in the data active = inhibition above about 35%, passing the limit was not always enough; inconclusive = no clear call, values can overlap the other calls; also: plate controls were buffer without enzyme for full effect and enzyme alone for no effect
BoNT A protease = BoNT A light chain protease inhibition | multiplex microsphere protease substrate cleavage, flow cytometry | inhibition, % at 10 µM | 360,000 compounds, 0.17% hits; also: plate controls were buffer without enzyme for full effect and enzyme alone for no effect
* hit, by the source's call; ? = inconclusive; nt = no result given; + = active, no number. Rule as the data show it, unless noted: active = inhibition above about 30%; inconclusive = no clear call, values can overlap the other calls; inactive = below that.

SMILES	GDH-TPI inh	FBA Mtb inh	FadD28 binding	UGM FP inh	Mtb BioA inh	Anthrax LF inh2	PfHsp40 yeast	BoNT F protease	BoNT A protease
O=C1C2CC=CCC2C(=O)N1Nc1ccccc1 (configuration not stated)	8.0	11.0	3.3	0.2	nt	0.2	-0.3	5.5	0.6
COc1ccc(C(=O)n2c(N)nc3ccccc32)cc1OC	10.3	0.2	-7.0	-2.5	0.1	-4.2	1.9	8.0	-2.8
CCC(C)(C)C1CCC2(CC1)NC(=O)N(CC(=O)Nc1nc(-c3ccc(C)cc3)cs1)C2=O (configuration not stated)	8.6	-5.5	-2.8	0.4	0.6	-0.4	-0.5	-10.2	-0.4
Cc1cc2cc3c(cc2nc1SCC(=O)N1c2ccccc2CC1C)OCO3 (configuration not stated)	8.3	0.6	-1.6	2.2	-1.9	2.6	0.4	0.6	-0.1
Cc1cccn(Cc2c(F)cccc2Cl)c1=O	-2.3	-1.3	-1.9	1.0	-2.1	-2.1	0.0	?	-2.2
CC(C)C(NS(=O)(=O)c1ccccc1)C(=O)N1CCCCCC1 (configuration not stated)	0.8	1.5	-2.9	0.2	-0.1	3.7	-1.2	?	-0.3
O=c1n(S(=O)(=O)c2cccc3cccnc23)c2ccccc2n1S(=O)(=O)c1cccc2cccnc12	6.2	0.9	-0.2	-4.8	-2.1	-0.6	0.0	7.8	6.7
O=C(CNC(=O)C1COc2ccccc2O1)Nc1ccc(F)c(F)c1 (configuration not stated)	2.6	-0.1	-1.2	2.2	nt	-1.4	1.6	-4.2	-0.6
C=CCn1c(-c2ccc(Cl)cc2)cnc1SC(C)C(=O)NC(N)=O (configuration not stated)	3.8	1.7	-1.0	4.4	-3.7	-5.7	-2.0	-3.6	-1.9
CNC(=O)O/N=C(\N)Cc1csc2ccccc12	-8.1	0.9	-0.7	-0.7	nt	-0.2	-0.2	-15.4	-0.2
NC(=O)c1cc([N+](=O)[O-])ccc1NCc1ccc(N)cc1	21.6	-3.8	-0.3	0.0	-2.2	0.3	-0.4	-10.2	0.1
C/C(=N/NC(=S)Nc1cccc(C)c1)c1cccc([N+](=O)[O-])c1	7.6	-1.3	0.9	1.6	nt	-1.1	6.1	-4.5	-0.3
CCc1nnc(NC(=O)C2CCCN2C(=O)Nc2ccc(C)cc2)s1 (configuration not stated)	-3.1	0.1	-0.1	1.2	-0.4	-1.5	0.3	0.4	-0.1
CC(CCc1ccccc1)NC(=O)c1nnc(Cc2ccc(Cl)cc2)o1 (configuration not stated)	0.5	1.5	-0.9	3.1	-0.7	-3.9	2.3	-9.8	-0.5
Cc1cc(NC(=O)CCC(=O)N(Cc2ccccc2)C(C(=O)NC2CCCC2)c2ccc(C)o2)no1 (configuration not stated)	-5.3	-4.1	-4.2	-0.8	0.0	-12.0	0.5	-4.6	-1.1
O=C(NCC1CC1)C1(S(=O)(=O)c2ccccc2)CC=CC1	1.2	0.3	-2.8	-0.9	0.7	-12.2	-1.1	-8.7	-0.3
Cc1ccc(NC(=O)c2cc(S(=O)(=O)N3CCc4ccccc43)cn2C)cc1	4.0	1.8	-1.8	0.7	-0.7	-5.4	0.1	-10.3	-0.6
O=C(Nc1ccnn1C1CCN(Cc2ccc(O)c(Cl)c2)CC1)C1CCCC1	-2.5	0.4	-0.4	0.4	1.6	-1.7	-0.7	-0.3	2.7
CC(C)n1c(C(F)(F)F)nc2cc(C(=O)N3CCC(O)CC3)ccc21	-0.4	-0.5	-1.0	-2.5	-2.9	17.1	0.1	?	?
N#CCC(=O)NC1CCC(CC2CCC(NC(=O)CC#N)CC2)CC1 (configuration not stated)	0.3	3.2	-2.2	-4.8	-0.6	-2.8	-1.2	-0.8	2.0
CC(=O)Nc1ccc(NC2=CC(=O)CC(C)(C)C2)cc1	26.9	2.7	0.1	4.1	-1.3	-0.2	0.1	-12.6	0.0
COc1ccc(NC(=O)CC2C(=O)N(C)C(=S)N2Cc2ccncc2)cc1 (configuration not stated)	-0.6	1.4	-2.0	2.0	-0.9	-3.7	-0.4	-1.2	-0.4
CC(=O)Nc1ccc(NC(=O)c2cc(-c3cc(C)c(C)cc3O)n[nH]2)cc1	10.8	0.5	-1.1	1.2	-2.8	0.6	-0.2	13.7	-1.5
COc1ccc2[nH]cc(CCNC(=O)COc3ccc4ccc(=O)oc4c3)c2c1	5.9	-0.7	-3.6	-0.8	6.6	-4.6	-0.6	-5.2	-0.3
Clc1ccc(Cn2ncc3c(N4CCN(c5ccccc5)CC4)ncnc32)cc1	2.1	5.2	-0.1	nt	2.5	-4.3	nt	-4.6	-0.3
COc1cc(CNc2ncnc3c2ncn3[C@H]2CN(Cc3ccco3)C[C@@H](CO)O2)cc(OC)c1OC	0.9	5.8	1.5	nt	-1.7	-8.2	nt	5.2	0.4
C[C@]12C(=O)N(c3cccc(Cl)c3)C(=O)N1[C@@H]1c3ccccc3OC[C@@H]1[C@H]2c1ccccc1	-4.5	1.8	-3.5	-0.1	-0.7	-9.0	0.4	-2.4	-0.2
CC1=C(C(=O)N2CCOCC2)CC(CC(=O)NCCN2CCOCC2)C(=O)N1CCC1=CCCCC1 (configuration not stated)	4.3	0.1	-0.8	nt	-2.5	2.2	nt	2.9	0.3
O=c1[nH]c(=O)c2nc(-c3ccc(Cl)cc3)cnc2[nH]1	8.7	+	1.0	-2.2	0.2	-13.0	0.4	4.8	-1.3
CCOC(=O)c1ccc(NC(=O)C2CC3CCC2C3)cc1 (configuration not stated)	0.0	0.9	-1.0	-1.8	1.6	9.5	nt	?	0.1
CC1CCCCC1NC(=O)COC(=O)CCC(=O)c1cccs1 (configuration not stated)	-3.9	3.3	0.3	0.0	0.7	-5.1	-1.0	-15.8	-5.5
COC(=O)c1cccc(NC(=O)CC2C(=O)NCCN2C(=O)c2ccc(F)cc2F)c1 (configuration not stated)	24.2	2.2	-3.3	6.2	-2.0	0.9	-0.3	4.2	-0.3
FC(F)(F)c1ccc(Oc2ccc3ccccc3c2Br)nc1	0.0	-3.0	-2.0	-0.3	nt	-0.7	0.3	-4.2	0.2
CC1CCCN(CC(=O)Nc2ccc(S(=O)(=O)N3CCCCC3)cc2)C1 (configuration not stated)	0.4	2.9	0.9	-0.3	-2.6	0.6	-0.9	16.3	2.0
CCC1CCC2(CC1)NC(CO)(CO)CO2 (configuration not stated)	-4.6	0.5	-0.4	6.3	-2.9	1.0	-1.4	0.0	-0.7
Cc1ccc2nc(SCC(=O)NCc3ccco3)c(C#N)cc2c1	5.9	3.7	-2.6	1.0	-4.4	-1.1	1.0	-9.7	0.7
CC1CCCC(NC(=O)Cn2cc([N+](=O)[O-])ccc2=O)C1C (configuration not stated)	14.5	-0.9	0.3	-1.8	0.0	-12.8	0.6	6.6	-0.3
COc1cc(O)ccc1/C=N/NC(=O)c1ccc([N+](=O)[O-])cc1	16.5	-4.8	-1.8	2.0	-0.4	-5.3	-0.9	2.8	0.0
c1ccc(NC2=Nc3ccccc3CC2)cc1	-1.3	2.5	1.2	0.4	-1.4	0.0	-0.3	2.1	1.0
CC1CCCN(CCCN2C(=O)C3C(C(=O)Nc4ccc(Cl)cc4)C4C=CC3(O4)C2C(=O)NC2CCCCC2)C1 (configuration not stated)	1.1	0.2	nt	-0.4	-0.4	0.3	0.1	2.5	0.3
CC1(C(=O)NCc2cccs2)CCN1C(=O)Cc1cccc2ccccc12 (configuration not stated)	0.0	-2.6	-3.3	nt	1.5	-6.4	nt	-3.3	-0.5
CC12CCC(C(=O)NCc3ccccc3)(OC1=O)C2(C)C (configuration not stated)	-2.2	-1.0	0.0	0.4	-0.4	-0.9	-2.0	-2.3	-0.2
COc1ccc(OCC(=O)N/N=C(\C)CC(=O)Nc2ccc(NC(C)=O)cc2)cc1	-1.0	-1.1	-0.5	1.8	-0.5	0.0	-0.3	-7.8	0.4
CCN(C(=O)CSc1nnc(C)n1Cc1ccccc1)C1CCS(=O)(=O)C1 (configuration not stated)	2.8	5.9	0.9	-1.3	nt	0.9	0.3	-1.2	-1.8
CCOc1ccc(-c2noc(CCC(=O)NC3CCCCC3)n2)cc1OC	-2.2	-0.2	-3.5	-2.0	-0.6	2.1	-0.5	13.7	0.7

Nothing new here: three of the compounds above.
SMILES	GDH-TPI inh	FBA Mtb inh	FadD28 binding	UGM FP inh	Mtb BioA inh	Anthrax LF inh2	PfHsp40 yeast	BoNT F protease	BoNT A protease
COc1cc(O)ccc1/C=N/NC(=O)c1ccc([N+](=O)[O-])cc1	16.5	-4.8	-1.8	2.0	-0.4	-5.3	-0.9	2.8	0.0
c1ccc(NC2=Nc3ccccc3CC2)cc1	-1.3	2.5	1.2	0.4	-1.4	0.0	-0.3	2.1	1.0
CC1CCCN(CCCN2C(=O)C3C(C(=O)Nc4ccc(Cl)cc4)C4C=CC3(O4)C2C(=O)NC2CCCCC2)C1 (configuration not stated)	1.1	0.2	nt	-0.4	-0.4	0.3	0.1	2.5	0.3

Continued:
SMILES	GDH-TPI inh	FBA Mtb inh	FadD28 binding	UGM FP inh	Mtb BioA inh	Anthrax LF inh2	PfHsp40 yeast	BoNT F protease	BoNT A protease
CCCCCCC1CC(/C(C)=N\NC(N)=O)OC1=O (configuration not stated)	-0.7	2.0	-1.6	0.8	nt	-1.9	1.0	-2.6	0.1
COC(=O)c1c(NC(=O)C2CC=CCC2C(=O)O)sc2c1CCCCC2 (configuration not stated)	-3.8	4.6	-1.4	3.9	0.9	-4.0	-0.4	-3.3	1.4
CCCCC1CCCOC(C(=O)NCCNCCO)(C(F)(F)F)C1 (configuration not stated)	-0.9	-1.8	-0.8	-2.5	-0.6	-3.2	-0.6	-0.8	0.3
CS(=O)(=O)N1CCC(C(=O)NCC2CCCO2)CC1 (configuration not stated)	0.9	0.4	-0.3	-0.1	-0.8	-1.6	-0.8	-2.2	-0.8
Cc1ccc(-c2nc(C=Nc3cccc(C)c3)c(O)o2)cc1	5.1	5.1	-1.2	2.0	nt	-4.6	0.0	-5.6	-1.4
CCOc1ccc(NC(=O)c2ccc(F)c(S(=O)(=O)N3CCCC3)c2)cc1	12.5	-1.5	-0.9	nt	-0.7	-11.0	nt	-14.1	-1.3
CC1(C)CC(=O)C2=C(C1)N(CCN1CCOCC1)C1=C(C(=O)CC(C)(C)C1)C2c1cccc(F)c1	-1.2	22.5	-3.3	1.3	-0.8	nt	-0.1	nt	nt
COc1cccc(-c2cc3nc(NCCCN(C)C)n(C)c(=O)c3s2)c1	4.0	12.8	-7.5	nt	1.6	-2.6	nt	-3.8	0.3
COC(=O)c1sc(SC)c(-c2ccon2)c1C	0.8	1.5	-1.2	0.9	nt	0.3	-0.7	2.3	0.2
Cc1ccccc1OCC(=O)OCC(=O)Nc1ccc2c(c1)OCO2	0.3	-2.0	-2.0	-0.4	7.1	-0.1	-0.2	-1.9	2.4
CC(=O)N1N=C(c2ccc(Cl)cc2)OC1(C)C	1.9	3.0	-0.5	-1.1	nt	-1.3	5.0	0.8	0.4
Fc1ccc(OCc2nn3c(Cn4nnc5ccccc54)nnc3s2)cc1	1.8	0.6	-2.2	1.6	11.0	3.6	-1.7	-6.0	-0.9
O=C(c1cccc(NC2=NC3CS(=O)(=O)CC3S2)c1)N1CCN(c2ccc(F)cc2)CC1 (configuration not stated)	0.0	-2.1	-2.7	0.9	-0.5	1.2	0.2	-0.5	-0.2
CCN(CC)S(=O)(=O)c1cc(NC(=O)CN2CCN(c3ccccn3)CC2)ccc1C	-2.2	-1.4	-2.4	-0.5	0.4	-4.5	0.4	-1.4	-1.0
O=S(=O)(NC1CCSc2ccccc21)c1ccccc1 (configuration not stated)	-2.3	2.5	-1.2	-4.8	-2.5	-0.2	-0.1	6.5	1.4
COc1ccc(CC(=O)NNC(=S)NC(=O)c2cccnc2)cc1	20.5	-0.8	-1.7	0.8	0.4	-1.7	-0.9	-8.3	-1.0
COc1cccc(/C=N/NC(=O)CN(CCc2ccccc2)S(=O)(=O)c2ccc(NC(C)=O)cc2)c1	-0.4	0.5	-3.4	0.5	nt	0.3	2.1	-8.0	-0.1
O=C(CSc1nncn1-c1ccccc1)Nc1cc(F)ccc1F	2.5	3.2	-1.7	3.2	0.7	-14.2	0.7	4.0	0.0
CCSc1nc(-c2ccccc2)cc(=O)[nH]1	3.5	1.1	-1.5	-0.6	-1.7	-1.0	0.7	3.4	0.2
